FBW7 act – human FBW7 E3 ligase activation, primary screen. Q969H0. AlphaScreen FBW7–phospho-cyclin E peptide binding, activator screen. normalized activity (activation), % at 26.1 µM. hit rate 0.13% among 650,000. AID 1259310; in the data active = normalized activity above about 1.9%;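 note: purified mutant Fbw7 with reduced substrate affinity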
Target sequence (Q969H0 whole entry, looked up): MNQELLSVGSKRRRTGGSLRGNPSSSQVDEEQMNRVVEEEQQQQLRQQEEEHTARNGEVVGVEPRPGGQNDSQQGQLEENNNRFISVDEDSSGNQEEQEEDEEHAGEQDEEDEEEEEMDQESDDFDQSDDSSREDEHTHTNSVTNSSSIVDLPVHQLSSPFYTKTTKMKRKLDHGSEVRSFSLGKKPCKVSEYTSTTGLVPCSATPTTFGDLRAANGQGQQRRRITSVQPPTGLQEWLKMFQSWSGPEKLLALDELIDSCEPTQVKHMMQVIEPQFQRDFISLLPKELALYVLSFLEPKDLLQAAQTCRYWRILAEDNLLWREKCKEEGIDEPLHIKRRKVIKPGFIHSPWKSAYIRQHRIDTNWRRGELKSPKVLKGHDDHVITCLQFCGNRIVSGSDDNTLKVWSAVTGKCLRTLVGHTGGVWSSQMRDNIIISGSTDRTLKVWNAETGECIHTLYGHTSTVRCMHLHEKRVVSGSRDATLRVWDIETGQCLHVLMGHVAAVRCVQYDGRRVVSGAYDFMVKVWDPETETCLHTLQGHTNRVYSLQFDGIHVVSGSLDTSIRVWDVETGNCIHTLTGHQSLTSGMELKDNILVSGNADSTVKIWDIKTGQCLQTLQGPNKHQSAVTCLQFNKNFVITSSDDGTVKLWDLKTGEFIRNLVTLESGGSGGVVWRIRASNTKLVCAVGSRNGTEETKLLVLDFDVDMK
MITF primary – inhibitors of human MITF; O75030; AlphaScreen MITF homodimerization, bead proximity signal; inhibition, % at 2.6 µM; hit rate 0.91% among 650,000; AID 1259374; in the data active = inhibition above about 50%;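 note: 0% = vehicle wells with protein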
GPR151 ag – activators of human GPR151; AID 1508602; PathHunter beta-arrestin GPR151 cells, luminescence; activation, % at 11.2 µM; hit rate 1% among 650,000; Q8TDV0; in the data active = activation above about 4.9%;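 note: 0% = median of compound wells and 100% = cells with positive control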
Target sequence (Q8TDV0 whole entry, looked up): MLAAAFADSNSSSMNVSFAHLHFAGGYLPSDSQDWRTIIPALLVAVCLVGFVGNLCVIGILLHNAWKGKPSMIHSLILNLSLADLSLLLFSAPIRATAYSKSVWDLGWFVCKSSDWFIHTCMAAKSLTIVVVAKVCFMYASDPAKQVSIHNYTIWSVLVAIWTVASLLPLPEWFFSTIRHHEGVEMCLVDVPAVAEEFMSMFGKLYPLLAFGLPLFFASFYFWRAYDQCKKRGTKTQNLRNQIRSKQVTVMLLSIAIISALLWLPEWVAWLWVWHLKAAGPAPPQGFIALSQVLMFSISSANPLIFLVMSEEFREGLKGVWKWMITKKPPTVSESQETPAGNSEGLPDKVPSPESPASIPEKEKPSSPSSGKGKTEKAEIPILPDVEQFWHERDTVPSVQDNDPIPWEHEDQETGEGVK
TEAD-YAP inh – TEAD-YAP interaction inhibition; HEK-TIYL cells, TEAD-Gal4/YAP UAS-luciferase luminescence; inhibition, % at 9.12 µM; hit rate 1.4% among 640,000; in the data active = inhibition above about 32%;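 note: 0% = median of test compound wells and 100% = reference inhibitor wells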
Starred values were filed as active, the others as inactive. Not a hit list; 3.4% or so of the library scored in one or more.

Results for N[C@H](Cc1ccccc1)C(=O)N1CCC(Nc2ccc3[nH]ncc3c2)CC1 ?
FBW7 act: -0.3; MITF primary: 3.7; GPR151 ag: 1.3; TEAD-YAP inh: -1.9

What do the screens show for `CC1=C(C(=O)OC(C)C)C(c2cn(-c3ccccc3)nc2-c2ccc(C)cc2)C(C(=O)OC(C)C)=C(C)N1`?
FBW7 act: -0.1; MITF primary: -14.1; GPR151 ag: 1.9; TEAD-YAP inh: -21.8

Results for COc1ccc(NC(=O)c2ccc(N3CC4CC(C3)c3cccc(=O)n3C4)c(NC(=O)c3cc(OC)c(OC)c(OC)c3)c2)cc1Cl (stereo not drawn) ?
FBW7 act: -0.1; MITF primary: 13.3; GPR151 ag: 1.2; TEAD-YAP inh: 17.0

How did Cc1cc(C)c2nc3s/c(=C/c4cccc(Cl)c4Cl)c(=O)n3c2c1 do in these assays?
FBW7 act: -0.1; MITF primary: 7.8; GPR151 ag: -1.7; TEAD-YAP inh: -0.2

What do the screens show for `CCCn1c(SCc2ccc(C)cc2)nc2c1c(=O)[nH]c(=O)n2C`?
FBW7 act: -0.3; MITF primary: -13.5; GPR151 ag: 1.1; TEAD-YAP inh: -5.3

What do the screens show for `CC1CCCCC1NC(=O)CCS(=O)(=O)c1ccc2c(c1)OCC(=O)N2` (stereo not drawn)?
FBW7 act: -0.1; MITF primary: 1.4; GPR151 ag: 1.5; TEAD-YAP inh: 1.1

Results for COc1ccccc1NC(=O)c1ccc2c(c1)N(CC(=O)NC(C)C)C(=O)C(C)(C)O2 ?
FBW7 act: 0.1; MITF primary: 5.3; GPR151 ag: 0.4; TEAD-YAP inh: -1.7

What do the screens show for `O=S(=O)(Nc1cccc(C(F)(F)F)c1)c1cc(Cl)ccc1Cl`?
FBW7 act: 0.3; MITF primary: 2.8; GPR151 ag: 0.0; TEAD-YAP inh: 6.6

How did Cc1cc(NCCc2ccc(O)cc2)nc(N2CCC(N3CCOCC3)CC2)n1 do in these assays?
FBW7 act: 0.0; MITF primary: 3.4; GPR151 ag: -1.1; TEAD-YAP inh: 4.9

Results for Cc1ccc(-c2cn(-c3ccccc3)c(SCC(=O)NC3CCCCC3)n2)cc1 ?
FBW7 act: 0.1; MITF primary: 15.0; GPR151 ag: -0.2; TEAD-YAP inh: -41.0

What do the screens show for `CCOc1ccc(NC(=O)CNS(=O)(=O)c2ccccc2)cc1`?
FBW7 act: 0.1; MITF primary: 5.2; GPR151 ag: 2.4; TEAD-YAP inh: -11.5

What do the screens show for `O=C1CC(N2CCN(Cc3ccccc3)CC2)C(=O)N1c1ccccc1F` (stereo not drawn)?
FBW7 act: 0.3; MITF primary: 16.4; GPR151 ag: -0.4; TEAD-YAP inh: -3.6

What do the screens show for `Cc1ccc(Sc2c([N+](=O)[O-])c(=O)n(C)c3ccccc23)cc1`?
FBW7 act: 0.1; MITF primary: 1.2; GPR151 ag: -1.0; TEAD-YAP inh: 12.1

What do the screens show for `Cc1cc(=O)[nH]c(NNC(=S)Nc2cccc(C)c2C)n1`?
FBW7 act: 0.2; MITF primary: 3.2; GPR151 ag: -1.6; TEAD-YAP inh: -3.7

What do the screens show for `CCOC(=O)c1[nH]c(C)c(C(=O)Nc2ccc(C)c(F)c2)c1C`?
FBW7 act: -0.1; MITF primary: 10.5; GPR151 ag: 0.0; TEAD-YAP inh: 18.3

Results for O=C(Nc1ccc(Cl)cn1)C1c2ccccc2C(=O)N2CCc3ccccc3C12 (stereo not drawn) ?
FBW7 act: 0.1; MITF primary: -1.0; GPR151 ag: 0.3; TEAD-YAP inh: -7.2

What do the screens show for `Cc1cc(=O)oc2c3c(ccc12)OC(=O)/C3=C\c1cc(Br)cc(Br)c1O`?
FBW7 act: -0.1; MITF primary: 13.6; GPR151 ag: -1.1; TEAD-YAP inh: 5.0

How did CC1CCCN(C(c2cccs2)c2nnnn2Cc2ccccc2)C1 (stereo not drawn) do in these assays?
FBW7 act: 0.0; MITF primary: 10.1; GPR151 ag: 0.4; TEAD-YAP inh: 3.0

How did CCn1c(COc2cccc(C)c2C)nnc1SCC(=O)N1CCCCC1 do in these assays?
FBW7 act: 0.2; MITF primary: 5.3; GPR151 ag: 0.0; TEAD-YAP inh: -3.1

Results for O=C(N/C(=C/c1ccccc1)C(=O)N1CCCCC1)c1ccccc1 ?
FBW7 act: -0.1; MITF primary: -6.0; GPR151 ag: 0.2; TEAD-YAP inh: 3.6

Structures above that contain a Cl atom, in the order listed:
Results for COc1ccc(NC(=O)c2ccc(N3CC4CC(C3)c3cccc(=O)n3C4)c(NC(=O)c3cc(OC)c(OC)c(OC)c3)c2)cc1Cl (stereo not drawn) ?
FBW7 act: -0.1; MITF primary: 13.3; GPR151 ag: 1.2; TEAD-YAP inh: 17.0

How did Cc1cc(C)c2nc3s/c(=C/c4cccc(Cl)c4Cl)c(=O)n3c2c1 do in these assays?
FBW7 act: -0.1; MITF primary: 7.8; GPR151 ag: -1.7; TEAD-YAP inh: -0.2

What do the screens show for `O=S(=O)(Nc1cccc(C(F)(F)F)c1)c1cc(Cl)ccc1Cl`?
FBW7 act: 0.3; MITF primary: 2.8; GPR151 ag: 0.0; TEAD-YAP inh: 6.6

Results for O=C(Nc1ccc(Cl)cn1)C1c2ccccc2C(=O)N2CCc3ccccc3C12 (stereo not drawn) ?
FBW7 act: 0.1; MITF primary: -1.0; GPR151 ag: 0.3; TEAD-YAP inh: -7.2

The listing continues:
How did CCOc1cc(N)c([N+](=O)[O-])cc1OCC do in these assays?
FBW7 act: -0.2; MITF primary: 9.6; GPR151 ag: 2.0; TEAD-YAP inh: 1.0

Results for CC(=O)Nc1cccc(CCc2nc3ccccc3[nH]2)c1 ?
FBW7 act: 0.2; MITF primary: -0.3; GPR151 ag: -1.7; TEAD-YAP inh: -35.6

Results for Cc1cccc(-n2c(SCc3cc(=O)n4c(C)cccc4n3)nc3[nH]ncc3c2=O)c1 ?
FBW7 act: 0.0; MITF primary: 1.8; GPR151 ag: 0.9; TEAD-YAP inh: -0.5

How did COc1cc(C=O)ccc1OCCOc1ccc(F)cc1 do in these assays?
FBW7 act: -0.1; MITF primary: -14.1; GPR151 ag: 1.7; TEAD-YAP inh: -3.6

How did CC1(C)CC2CC(C)(CN2C(=O)COC(=O)/C(C#N)=C/c2ccc3c(c2)OCO3)C1 (stereo not drawn) do in these assays?
FBW7 act: -0.1; MITF primary: 2.1; GPR151 ag: 6.1*; TEAD-YAP inh: 1.6

What do the screens show for `COC(=O)C1=C(O)/C(=C\c2ccc(-c3cccc(C(F)(F)F)c3)o2)N=C1C`?
FBW7 act: 0.0; MITF primary: 2.6; GPR151 ag: -0.6; TEAD-YAP inh: 7.7

Results for NC(=O)CN1C(=O)C(O)(CC(=O)c2ccc(F)cc2)c2ccccc21 (stereo not drawn) ?
FBW7 act: 0.0; MITF primary: -8.4; GPR151 ag: -0.2; TEAD-YAP inh: 12.6

Results for O=C1NC2(CCN(CC(=O)N3CCN(c4ccc(F)cc4)CC3)CC2)Oc2ccccc21 ?
FBW7 act: -0.1; MITF primary: 9.7; GPR151 ag: -0.1; TEAD-YAP inh: 4.0

Results for C/C(=N\NC(=O)c1ccc(C(=O)N/N=C(\C)c2ccc(F)cc2)cc1)c1ccc(F)cc1 ?
FBW7 act: 0.1; MITF primary: 7.0; GPR151 ag: 0.6; TEAD-YAP inh: -2.5

What do the screens show for `CCCCn1c(=NC(C)=O)c(C(=O)OCC)cc2c(=O)n3ccccc3nc21`?
FBW7 act: 0.0; MITF primary: 6.4; GPR151 ag: 1.6; TEAD-YAP inh: 13.0

3 entries out of the list, sorted by molecular weight, lowest first:
How did COc1cc(C=O)ccc1OCCOc1ccc(F)cc1 do in these assays?
FBW7 act: -0.1; MITF primary: -14.1; GPR151 ag: 1.7; TEAD-YAP inh: -3.6

How did CC1(C)CC2CC(C)(CN2C(=O)COC(=O)/C(C#N)=C/c2ccc3c(c2)OCO3)C1 (stereo not drawn) do in these assays?
FBW7 act: -0.1; MITF primary: 2.1; GPR151 ag: 6.1*; TEAD-YAP inh: 1.6

Results for Cc1cccc(-n2c(SCc3cc(=O)n4c(C)cccc4n3)nc3[nH]ncc3c2=O)c1 ?
FBW7 act: 0.0; MITF primary: 1.8; GPR151 ag: 0.9; TEAD-YAP inh: -0.5

(further entries)
How did O=C(CN1CCN(c2ccccn2)CC1)Nc1ccccc1F do in these assays?
FBW7 act: 0.0; MITF primary: 1.6; GPR151 ag: -1.3; TEAD-YAP inh: -1.5

How did CCCCn1c(SCc2cccc(Cl)c2)nc2ccsc2c1=O do in these assays?
FBW7 act: 0.0; MITF primary: -4.9; GPR151 ag: 0.3; TEAD-YAP inh: -12.9

How did CCOc1ccc(Br)cc1S(=O)(=O)NC(Cc1ccccc1)C(=O)O (stereo not drawn) do in these assays?
FBW7 act: -0.1; MITF primary: -15.3; GPR151 ag: 0.9; TEAD-YAP inh: -10.0

How did COc1ccc(C(=O)Nc2ccc(Br)c(C)c2)cc1OC do in these assays?
FBW7 act: 0.1; MITF primary: 1.2; GPR151 ag: -0.3; TEAD-YAP inh: -46.4

How did CC/C(=N/Nc1nnc2c(n1)[nH]c1ccccc12)c1ccc(OC)cc1 do in these assays?
FBW7 act: 0.0; MITF primary: 4.1; GPR151 ag: 0.8; TEAD-YAP inh: -5.2

What do the screens show for `CCN(C(=O)COC(=O)c1ccc(Br)o1)C1CCCCC1`?
FBW7 act: -0.1; MITF primary: 5.4; GPR151 ag: 0.1; TEAD-YAP inh: -1.4

How did CCOC(=O)C1=NNC2C(=O)N(c3ccc(OCC)cc3)C(=O)C12 (stereo not drawn) do in these assays?
FBW7 act: 0.0; MITF primary: -6.1; GPR151 ag: 0.8; TEAD-YAP inh: -8.2

How did COc1ccc(-c2ocnc2C(=O)NCc2cccc3ccccc23)cc1OC do in these assays?
FBW7 act: 0.1; MITF primary: 14.6; GPR151 ag: -0.8; TEAD-YAP inh: 1.8

Results for CC(NC(=O)c1ccccc1[N+](=O)[O-])C1CC2CCC1C2 (stereo not drawn) ?
FBW7 act: 0.7; MITF primary: -0.2; GPR151 ag: -0.5; TEAD-YAP inh: -5.7

Results for COc1ccc(-c2nc(Nc3cnc(SC)nc3)sc2C)cc1 ?
FBW7 act: 0.0; MITF primary: -0.6; GPR151 ag: 1.3; TEAD-YAP inh: 5.4

Results for COc1cc(NC(=O)Nc2cccc(Cl)c2)c(C(=O)O)cc1OC ?
FBW7 act: 0.7; MITF primary: 19.0; GPR151 ag: -1.4; TEAD-YAP inh: 2.6

What do the screens show for `COc1ccc(OCC(O)Cn2c(N3CCCCC3)nc3c2c(=O)[nH]c(=O)n3C)cc1` (stereo not drawn)?
FBW7 act: 0.0; MITF primary: 14.2; GPR151 ag: 0.3; TEAD-YAP inh: 11.7

Results for Cc1onc(-c2c(Cl)cccc2Cl)c1C(=O)NC(=S)N1CCN(Cc2ccccc2)CC1 ?
FBW7 act: -0.1; MITF primary: -10.2; GPR151 ag: 0.1; TEAD-YAP inh: 13.3

Results for CCOC(=O)c1ccc(NC(=O)CC2C(=O)N(CCc3ccccc3)C(=S)N2CCc2ccc(OC)c(OC)c2)cc1 (stereo not drawn) ?
FBW7 act: -0.1; MITF primary: -10.5; GPR151 ag: 0.2; TEAD-YAP inh: 6.1

What do the screens show for `Cc1cc(C)n2c(Br)c(CSc3nc4ccccc4[nH]3)nc2n1`?
FBW7 act: 0.1; MITF primary: 14.1; GPR151 ag: -0.4; TEAD-YAP inh: -7.6

Results for c1cc(-c2ccnc(Nc3ccc(N4CCOCC4)cc3)n2)cc(-c2ncn[nH]2)c1 ?
FBW7 act: -0.3; MITF primary: 7.3; GPR151 ag: 1.9; TEAD-YAP inh: -6.4

Results for CCCNC(=O)c1cccc(Cl)n1 ?
FBW7 act: 0.1; MITF primary: 1.1; GPR151 ag: -1.9; TEAD-YAP inh: 5.5

What do the screens show for `CCOc1ccc(C(=O)OC(C)CN2CCOCC2)cc1` (stereo not drawn)?
FBW7 act: 0.1; MITF primary: 8.8; GPR151 ag: -0.2; TEAD-YAP inh: -3.2

What do the screens show for `O=C(Cn1nc2c3ccccc3ncn2c1=O)N1CCOCC1`?
FBW7 act: -0.1; MITF primary: -5.6; GPR151 ag: 0.6; TEAD-YAP inh: -10.1

What do the screens show for `N#CC1=C(N)N(c2ccc(Br)cc2F)C2=C(C(=O)CCC2)C1c1ccc([N+](=O)[O-])cc1` (stereo not drawn)?
FBW7 act: 0.3; MITF primary: 10.3; GPR151 ag: 0.1; TEAD-YAP inh: -1.0

How did CC(=O)C1C(c2ccc(F)cc2)C(C#N)(C#N)C2c3ccccc3C=CN12 (stereo not drawn) do in these assays?
FBW7 act: -0.2; MITF primary: 1.1; GPR151 ag: -1.2; TEAD-YAP inh: -7.5

How did O=C(NCCc1ccc(O)cc1)c1cc(Cl)nc2ccccc12 do in these assays?
FBW7 act: 0.1; MITF primary: 3.1; GPR151 ag: 0.3; TEAD-YAP inh: 11.2

How did Cc1nn(-c2ccccc2)c2sc(C(=O)Nc3cccc(C(F)(F)F)c3)cc12 do in these assays?
FBW7 act: 0.0; MITF primary: -13.6; GPR151 ag: 1.7; TEAD-YAP inh: -27.5

Results for COC(=O)c1ccc2c(c1)N(Cc1ccc(SC)cc1)C(=O)C(C)O2 (stereo not drawn) ?
FBW7 act: -0.2; MITF primary: -0.9; GPR151 ag: -1.6; TEAD-YAP inh: 4.2

What do the screens show for `Nc1ccccc1C(O)(c1ccccc1)c1ccccc1`?
FBW7 act: 0.8; MITF primary: 6.4; GPR151 ag: -0.6; TEAD-YAP inh: -0.6

How did COc1cc2nc(-c3ccc(N4C(=O)CCC4=O)cc3)oc(=O)c2cc1OC do in these assays?
FBW7 act: -0.1; MITF primary: -1.9; GPR151 ag: -0.8; TEAD-YAP inh: -2.4

Results for CCN(C(=O)c1ccc([N+](=O)[O-])cc1Cl)c1ccccc1C ?
FBW7 act: 0.1; MITF primary: 8.2; GPR151 ag: 8.6*; TEAD-YAP inh: -2.4
